Bioassay records (PubChem BioAssay)
HSP90 inh: HSP90 refolding inhibition in rabbit reticulocyte lysate | inhibition, % at 5.6 µM | luciferase refolding luminescence, 3 h | AID 1789 | actives 0.91% (n = 290,000);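 active = inhibition above the screen-wide mean plus 3 SD, computed separately per campaign, cut at about 16% in these data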;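 note: 0% = DMSO wells and 100% = 60 µM geldanamycin wells; inhibitors lower the luminescence because luciferase stays unfolded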
aSyn 5UTR inh: MLPCN primary screen, SNCA 5' untranslated region. actives 0.82% (n = 300,000). inhibition, % (tested at 7.5 µM). alpha-synuclein 5'UTR reporter, inhibitor activity; in the data active = inhibition above about 60%; inconclusive = no clear call, values can overlap the other calls;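 note: H4 neuroglioblastoma cells stably carrying SNCA 5'UTR luciferase fusion; 0% = DMSO wells and 100% = positive control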
KLF5 inhibitor: inhibitors of KLF5 expression. DLD-1 KLF5 promoter-luciferase reporter, luminescence. inhibition, % at 5 µM. actives 0.23% (n = 290,000). AID 1700;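 active = inhibition above a per-plate limit of that plate's mean compound inhibition plus 3 SD, cut at about 60% in these data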;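 note: 0% = DMSO wells and 100% = LY294002 at 200 µM; higher means less KLF5 promoter-driven luciferase light; inactives centre near -14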
HSF1 activator: increases HSF-1 driven luciferase reporter signal | NIH3T3-HGL HSF-1 luciferase reporter, MG132, 8 h; 100% = twice DMSO control signal | actives 1.7% (n = 300,000) | AID 504408 | activation, % at 9 µM;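 active = mean replicate activation of at least 50% with a set share of replicates each reaching 50%; inconclusive = only one of those two conditions met; inactive = mean below 50% and too few replicates reaching it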;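 note: 0% = median of the neutral control wells and 100% = twice that signal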
SKKanGAS inh: inhibitors of SKKanGAS S. pyogenes growth in kanamycin (SK-promoter or general growth effect); BacTiter-Glo, 6 h; actives 1.3% (n = 300,000); inhibition, % at 7.5 µM;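 active = mean replicate score, as percent of positive control median, at least 50; inconclusive = mean below 50 but one replicate at or above 50; inactive = mean and every replicate below 50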;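 note: strain carries kanamycin resistance gene driven by streptokinase promoter and grows in 40 µg/ml kanamycin; loss of luminescence reflects streptokinase promoter inhibition or plain growth inhibition; 0% = median of DMSO wells and 100% = positive control at its reference dose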
Platelet DG rel: modulates dense granule release in human platelets; human platelet-rich plasma, SFLLRN dense granule ATP release, luminescence; inhibition, %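 (compounds screened at 7.5 µM in platelet-rich plasma)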; actives 0.22% (n = 300,000); AID 1663;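 active = mean replicate score, as percent of positive control, at or above 50; inconclusive = mean below 50 but at least one replicate at or above 50; inactive = mean and every replicate below 50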
HIF act: HIF pathway transcriptional activation; U2OS HRE-luciferase reporter, luminescence; normalized: DMSO 0%, desferrioxamine 100%; activation, % at 7.5 µM (by protocol); actives 0.32% (n = 300,000);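 active = mean activation of at least 10% of the iron chelator positive control signal, with at least half of replicates also reaching 10%; inconclusive = mean and replicate majority disagree about reaching 10%; inactive = mean and most replicates under 10%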
IEC-6 tox: IEC-6 cytotoxicity, counter-screen for KLF5 inhibitors; inhibition, % at 5 µM; luminescence viability; actives 0.78% (n = 290,000); AID 1825; in the data active = inhibition above about 22%;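 note: 0% = plate median of test compound wells and 100% = cytotoxic reference compound wells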
AI-2 QS modul: Vibrio harveyi AI-2 quorum sensing modulation; Vibrio harveyi JMH597 AI-2 luminescence/OD600 ratio, 9 h; stronger effect = lower value; strain lacks LuxN and CqsS sensors; 0 = neutral-control median; AID 2094; activity change, % at 7.5 µM; actives 0.4% (n = 300,000); in the data active = activity change below about -75%, passing the limit was not always enough; inconclusive = no clear call, values can overlap the other calls;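 note: luminescence divided by OD600 gain over 9 h not by final OD600 alone; inactives centre near 13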
HSF1 inh: HSF1 inhibition; NIH3T3-HGL HSE-luciferase, MG132-induced, luminescence 8 h; stronger effect = lower value; activity change, negative = inhibition, % at 7.5 µM (by protocol); actives 0.77% (n = 300,000);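 active = more than half of replicate wells show activity change below -50%, luminescence cut by over half; inconclusive = some wells, but at most half, below -50%; inactive = no replicate well below -50%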;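 note: luciferase reports HSF-1 transcriptional activity via heat shock element; 0% = median of DMSO wells and -100% = zero luminescence signal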
Active calls of the source: *; u = inconclusive; x = not tested or not shown. An unsorted share of the library, and some 6% of all compounds hit somewhere here.

SMILES	HSP90 inh	aSyn 5UTR inh	KLF5 inhibitor	HSF1 activator	SKKanGAS inh	Platelet DG rel	HIF act	IEC-6 tox	AI-2 QS modul	HSF1 inh
CCn1c(C)nnc1SCC(=O)Nc1ccc2c(c1)OCCO2	-1	-32	-18	-54	25	0	-0.1	-2	13	-41
NC(=O)c1ccccc1NC(=O)CSc1nc2c(c(=O)[nH]1)CCCC2	0	-15	5	-3	1	4	0.0	4	25	3
COc1ccc(C(=O)Nc2nc3ccccc3s2)cc1	37*	67*	3	-17	-1	6	-20	-6	0	-17
COc1cc(/C=N/n2nnnc2N)cc(OC)c1OC	-1	-18	-26	1	0	15	-0.6	0	14	-6
Cc1ccc(C)c(NC(=O)CCN2CCN(C)CC2)c1	-3	-3	-10	2	0	-6	0.0	2	-3	-5
Cc1ccccc1NC(=O)CSc1ccsc1[N+](=O)[O-]	-3	1	-25	-9	7	7	0.1	-3	24	2
O=S(=O)(c1ccccc1)N1CN(Cc2ccc(F)cc2)c2nc3ccccc3nc21	-2	9	-46	17	40	-1	0.1	0	-1	1
CCOc1ccc2cc(C(=O)NCc3ccccc3)c(=N)oc2c1	0	-102	-31	14	2	0	0.6	-11	7	3
COc1ccccc1-c1cc(C(F)(F)F)nc(NCc2ccco2)n1	-1	-11	14	-3	20	-3	-0.5	1	-2	-1
COc1cccc(N(CC(=O)NC2CCCCC2)C(=O)CCCC(=O)Nc2ccccn2)c1	2	-4	-8	-11	1	2	-0.7	-5	3	-3
COc1ccccc1-n1c(C)nc2cc(C(=O)NCC3CCCO3)ccc21 (stereo unspecified)	3	16	-14	-4	-2	13	0.4	6	0	4
Cn1c(=O)c(Nc2ccc(O)cc2)c2c3c(cccc31)C(=O)c1ccccc1-2	-7	47	8	25	4	-1	-0.6	-8	19	2
CC(=O)Cc1nsc(NC(=O)c2ccc(F)cc2)n1	-6	-28	-19	13	12	1	0.3	-5	10	-5
CCOC(=O)c1c(NC(=O)CS(=O)(=O)c2cn(CC)c3ccccc23)sc2c1CCCCC2	4	9	-8	-7	4	2	0.3	-3	31	0
Cc1ccc(C)c(OCCC(=O)OCC(=O)NCCNC(=O)COC(=O)CCOc2cc(C)ccc2C)c1	x	12	x	-16	-12	15	-0.3	x	-2	4
COc1ccc(C)cc1NC(=O)C(=O)c1cn(CC(=O)N2CCCC2)c2ccccc12	1	26	-28	-3	15	-3	-0.6	4	20	-4
N=c1c(C(=O)NC2CCCC2)cc2c(=O)n3ccccc3nc2n1C1CCCCC1	-2	13	-20	-9	1	3	0.5	2	10	-10
Cc1ccc(S(=O)(=O)N2CCC(=O)N(C(COCc3ccccc3)C(C)C)CC2)cc1 (stereo unspecified)	1	13	-11	-4	3	0	0.0	-3	14	5
CCN(CC)C(=O)C1CCCN(C(=O)c2cc(COc3ccc4ncccc4c3)on2)C1 (stereo unspecified)	-1	13	-19	34	-5	20	-0.2	-2	43	0
Cc1cccc(NC(=S)Nc2cccc3ccccc23)c1	7	-10	-89	-11	6	0	0.9	12	-1	-6
CCn1ccnc1CN1CCCC(C(=O)c2ccc3cc(OC)ccc3c2)C1 (stereo unspecified)	1	15	4	-6	15	0	-0.5	4	0	-2
COc1ccc(NC(=O)CSc2nncn2C)c([N+](=O)[O-])c1	-2	-3	8	8	9	3	0.0	1	20	-3
NC(=O)NC(=O)CSc1nnc(-c2ccc(Cl)cc2)n1CC1CCCO1 (stereo unspecified)	-4	4	-17	9	1	12	0.0	-1	28	-3
O=C(NCCCNc1ccc([N+](=O)[O-])cc1)C(F)(F)F	-6	-13	-26	-3	0	4	-0.2	-4	3	2
O=C(NCCN1CCOCC1)c1cc(-c2ccco2)on1	5	-50	3	13	-3	-3	4.1	2	22	1
Nc1nnc(CSCc2ccccc2)s1	-2	-13	-19	0	1	2	-0.1	-1	16	3
CCN(CC)CCCOc1ccc(C)cc1Br	0	-8	-36	-4	1	0	-0.2	10	9	8
O=C(CNC(=O)c1ccncc1)Nc1ccc(F)c(F)c1	-1	8	-12	-10	0	11	-0.4	3	14	-3
CCc1noc(C)c1C(=O)N(Cc1ccccc1)c1c(N)n(CCOC)c(=O)[nH]c1=O	x	-12	x	1	14	-7	-1.6	x	36	-3
CC(=O)N1CCN(c2ccc(NC(=O)c3cccc(Cl)c3Cl)cc2)CC1	3	4	-12	-9	2	10	0.4	6	x	1
COC(=O)c1[nH]cnc1C(=O)c1ccccc1	0	-5	-4	-13	-9	4	-0.3	2	21	-4
Cc1ccc(C(=O)N/C(=C\c2ccc(-c3ccccc3[N+](=O)[O-])o2)C(=O)NCCN(C)C)cc1	6	-23	-4	49	4	-8	-22	4	8	26
CCCCn1c2ccc(F)cc2c2nnc(SCCN3CCOCC3)nc21	2	26	-21	4	1	-7	-63	-4	14	-5
CC1=Nc2ccccc2/C1=C/c1c(N)n2c(S(=O)(=O)CC(C)C)nsc2nc1=O	2	2	4	6	21	0	-0.3	0	15	-1
Cc1cccc(CN2CCN(C(=S)Nc3ccccc3)CC2)c1	-1	19	-44	34	12	-8	1.3	-3	7	3
O=S(=O)(Nc1nc2ccccc2nc1NCC1CCCO1)c1ccccc1 (stereo unspecified)	-1	-6	0	14	1	9	-0.2	3	3	2
COc1ccc(N2C(=O)C3CCCN3C2c2cccc(F)c2)cc1Cl (stereo unspecified)	1	-18	-25	9	1	-4	0.5	-2	2	-3
N/C(=N\OC(=O)c1cccs1)C1(c2ccc(Cl)cc2Cl)CC1	3	-10	9	-5	-5	-4	-0.7	2	30	-6
C/C(=N\NC(=O)C1CC1)c1ccc(NC(=O)c2ccc(Br)o2)cc1	3	-110	-109	23	4	3	1.4	5	25	13
Cc1cnccc1CNC(=O)CC1C(=O)NCCN1CC(C)(C)C (stereo unspecified)	1	2	-15	6	7	0	0.1	1	0	-11
CCCn1nc(C(=O)Nc2ccc(S(=O)(=O)Nc3nccs3)cc2)c2ccccc2c1=O	1	6	4	0	23	7	-0.3	-4	16	-7
COc1cccc(NC(=O)CN(C)C(=O)Cn2c(=O)oc3ccccc32)c1	x	8	x	1	-7	-6	0.5	x	-2	-4
COc1ccc(CCn2c(NN=C3CCCCC3)nc3c2c(=O)[nH]c(=O)n3C)cc1	-4	5	0	0	11	-4	-0.3	2	14	-1
C=CCOc1ccccc1C(=O)/C=C1/C(=O)Nc2ccccc21	14	-25	-28	113*	13	3	1.3	10	9	99
CC(C)(C)C(=O)CN1C(=O)NC(C)(Cc2ccc3c(c2)OCO3)C1=O (stereo unspecified)	-2	2	-11	-6	-1	-40	-0.2	-1	-1	-9
CCO[C@@H]1OC(C(=O)O)=C[C@H](C2CC2)[C@H]1CCCO	1	-11	-6	4	0	-3	-5.1	5	26	1
COc1ccc(CN2CCC(Oc3cc(C(=O)NC4CC4)ccc3OC)CC2)c(O)c1	6	-46	-23	2	-2	8	0.2	0	4	-4
COc1ccc(OC)c(S(=O)(=O)Nc2c(C)cccc2C)c1	2	3	3	-4	1	-4	0.2	0	27	-7

Shown as a hit in aSyn 5UTR inh (from the list above):
canonical_smiles | HSP90 inh | aSyn 5UTR inh | KLF5 inhibitor | HSF1 activator | Platelet DG rel | AI-2 QS modul | HSF1 inh
COc1ccc(C(=O)Nc2nc3ccccc3s2)cc1 | 37* | 67* | 3 | -17 | 6 | 0 | -17

(further entries)
SMILES	HSP90 inh	aSyn 5UTR inh	KLF5 inhibitor	HSF1 activator	SKKanGAS inh	Platelet DG rel	HIF act	IEC-6 tox	AI-2 QS modul	HSF1 inh
COc1ccc2c(=O)c(-c3cnn(-c4ccccc4)c3)c(C)oc2c1	-1	-32	-23	9	-5	8	0.0	-1	8	5
COc1cccc(NC(=O)N2CCCC2C(=O)NCc2ccc(Cl)cc2)c1 (stereo unspecified)	-3	5	-5	9	6	2	-1.8	-4	0	7
COc1ccc(-c2noc(CCC(=O)N3CCN(c4cc(C)ccc4C)CC3)n2)cc1	3	-2	-31	18	33	-6	-0.4	-3	8	-7
COc1ccc(CCNC(=O)[C@H](CC(C)C)NC(=O)N2CCn3c2nc2ccccc23)cc1OC	1	18	-6	56*	-2	-8	0.0	6	-17	27
Oc1ccc(/C=N/Nc2ccc(Cl)nn2)c(O)c1O	2	-2	58	6	1	10	-1.9	0	-35	-5
O=C(Nc1cc([N+](=O)[O-])ccc1F)c1cccs1	-2	-70	-22	-13	0	2	-0.3	-1	9	-2
CCOC(=O)CCc1c(C)c2ccc(OCC(=O)N3CCOCC3)c(C)c2oc1=O	-3	0	-20	-7	-2	5	0.4	-7	18	-2
COc1ccc(/C=C2\CCC/C(=C\C=N\N(C)C)C2=O)cc1	2	-427	9	u	6	-13	-0.1	7	-16	23
COC(=O)COc1cccc(NC(=O)c2cccs2)c1	-1	-18	-7	-46	4	8	0.2	-1	9	-40
COc1cccc(C(=O)N(Cc2nc(-c3ccc(C)cc3)no2)C(C)C)c1	3	18	-12	-1	-5	4	0.0	2	11	5
O/N=C\c1cccn1-c1nccs1	0	-4	-11	22	-10	2	-0.3	-3	10	3
CC(CNC(=O)CCc1nnc(CCC2CCCCC2)o1)c1ccccc1 (stereo unspecified)	-4	-25	-21	19	-3	2	2.2	0	9	4
CC(C)Oc1cccc(C(=O)NC(=S)Nc2ccc(Cl)c(C(=O)O)c2)c1	3	11	-37	0	9	3	1.0	-3	19	4
OCc1ccc(N=Nc2ccccc2)cc1	x	-84	x	26	-1	8	10*	x	-6	12
O=C(C1CCC(C(=O)N2CCCCC2)CC1)N1CCCCC1 (stereo unspecified)	1	-31	13	4	5	0	0.1	4	26	-7
CC(C)(C)n1cnc2cc(NC(=O)c3ccco3)ccc21	3	-88	-109	37	0	7	1.7	3	18	11
C=CCn1c(C2CCCCC2)n[nH]c1=S	-2	19	-13	u	-9	2	0.2	-3	11	22
Cc1ccc(Nc2ccccc2)nn1	-1	-22	-20	3	16	2	-0.3	2	25	-4
N#Cc1nc(COc2ccc(Cl)cc2)oc1NCc1ccc2c(c1)OCO2	2	9	-33	5	5	3	3.0	-2	7	26
Cc1ccc(-c2csc3ncn(CC(=O)N4CCOCC4)c(=O)c23)cc1C	8	10	15	-9	-3	1	-0.5	-4	5	-8
O=c1c(Cl)c(Cl)cnn1Cc1nnc(-c2ccccc2Br)o1	0	-66	-11	-73	16	9	0.6	30*	-47	u
Cc1cc(Nc2ccc(Cl)cc2)n(-c2cccc(Cl)c2)n1	-5	-45	-25	19	21	0	-0.5	-3	13	7
COc1cc(SC)ccc1C(=O)OCC(=O)NC1CCCCC1	2	-6	11	-2	-11	-6	0.4	0	4	4
CC(=O)Nc1ccc(S(=O)(=O)N(c2cccnc2)S(=O)(=O)c2ccc(NC(C)=O)cc2)cc1	1	20	8	-4	1	1	-0.4	6	35	0
Cc1nc2ccc(C(=O)Nc3ccc(N(C)C)cc3)cc2s1	x	12	x	-38	-2	-2	-1.1	x	21	-36
